High-throughput results (PubChem BioAssay)
CFTR F508del cor: CFTR F508del correction in bronchial cells; 350,000 tested, 0.36% active; activity (quench increase), % at 7.58 µM; CFBE cells, YFP halide quenching; stimulated with forskolin plus potentiator P3; % fluorescence drop versus neutral controls;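 active = mean added fluorescence quench of at least 8% versus neutral control, with both replicates also reaching 8%; inconclusive = only one of the mean or replicate conditions met; inactive = mean below 8% and not both replicates reaching 8%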;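 also: cells transiently co-express mutant CFTR-F508del with the halide-sensitive YFP; corrector assay measuring rescue of mutant channel to the surface after 24 h compound exposure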
DENV2 CPE: DENV2-induced cell death inhibition; DENV2-infected cells, cytopathic effect rescue, plate reader; CPE inhibition, % at 9.99 µM; 350,000 tested, 1.7% active; in the data active = CPE inhibition above about 20%, passing the limit was not always enough; inconclusive = no clear call, values can overlap the other calls; tested in BHK-21 cells;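 also: 0% = median of neutral control wells and 100% = median of positive control wells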
PAX8 reporter: lowers PAX8-driven luciferase in RMG-I cells. 360,000 tested, 1.2% active. RMG-I TPO-luciferase reporter, SteadyGlo, 24 h. inhibition, % at 12.6 µM;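 active = mean replicate inhibition at least 60% with every replicate also reaching 60%; inconclusive = only one of the two criteria is met; inactive = mean below 60% and not all replicates reaching 60%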;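 also: luciferase light reporting Pax8 driven TPO promoter activity; plate controls were median of neutral control wells for no effect and mitoxantrone controls for full effect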
FN deposit inh: fibronectin deposition inhibition; AH1F fibroblasts, Alexa488-fibronectin deposition fluorescence, overnight; inhibition, % at 12.6 µM; 350,000 tested, 0.086% active; AID 743247;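 active = mean inhibition across replicates of 30% or more, regardless of how many single replicates reach that level; inconclusive = mean under 30% yet at least half of replicates reach 30%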;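 also: positive control wells lacked labelled fibronectin entirely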
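Material: AH1F fibroblast monolayer depositing Alexa488-labelled fibronectin into matrix / Amount: 10000 AH1F cells per well / Signal: fluorescence 485/525 nm / Medium: DMEM, 2% serum / Compound: single dose, pinned / Incubation: 1 h cell adhesion before compound, then overnight fibronectin incubation / Reagent: Alexa488-FN, 24 nM final / Read-out: inhibition of fibronectin deposition signal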
miR-122 sensor: blocks miR-122 activity in Huh7 sensor cells; 340,000 tested, 0.3% active; activation (reporter increase), % at 12.5 µM; AID 602342; Huh7 miR-122 Renilla luciferase sensor, 48 h; neutral wells = 0, positive control = 100;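 active = mean replicate activation score at least 90 and every replicate individually at or above 90; inconclusive = only one of the two criteria met; inactive = neither criterion met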;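 also: higher luciferase means less miR-122 activity so hits act as miR-122 inhibitors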
EWS-Fli inh: inhibitors of EWS/Fli oncoprotein transcriptional activity. A673 NR0B1-luciferase reporter, viability-normalised. 350,000 tested, 0.67% active. inhibition, % at 12.6 µM. AID 651661;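 active = mean inhibition of at least 50% after viability correction, with every replicate also passing that limit; inconclusive = mean reaches 50% but only one of two replicates passes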;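 also: firefly luciferase signal divided by Alamar Blue viability fluorescence both relative to DMSO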
INS-1E GSIS act: primary screen for activators of insulin secretion dependent on glucose, INS-1E cells, GLuc reporter luminescence; INS-1E GLuc reporter insulin secretion, 2-3 h; AID 743287; 370,000 tested, 0.61% active; activation, % at 16.6 µM;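 active = lowest replicate activation of at least 40%, so every replicate reaches that level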;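 also: 0% = median of neutral control wells and 100% = median of IBMX positive control wells; some compounds called inactive have numbers as strong as hits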
Starred values were filed as active, the others as inactive; ? = inconclusive; nt = not tested or not shown; & = joins results of further samples; [ ] = another dose, or the depositor's remark.

SMILES | CFTR F508del cor | DENV2 CPE | PAX8 reporter | FN deposit inh | miR-122 sensor | EWS-Fli inh | INS-1E GSIS act
COc1cc(Cl)ccc1OCc1cc(C(=O)NCCCN2CCCC2=O)no1 | -0.5 | ? | 16 | 2 | 5 | -4 | 7
COc1ccc(S(=O)(=O)Cc2ccc(C(=O)O)o2)cc1 | -2.3 | 1 | 8 | -9 | 1 | 6 | 16
CCC(C(=O)N1CCOCC1)n1nc(C)n2c(cc3cc(C)ccc32)c1=O (stereo not drawn) | -1.1 | 2 | -17 | -2 | nt | 1 | 14
CN1C(=O)Cc2cc(S(=O)(=O)N3CCN(c4cccc(C(F)(F)F)c4)CC3)ccc21 | 3.4 | ? | 15 | -1 | -5 | 6 | 19
CCn1c(SCC(=O)NC2CCCCC2)nnc1C(CO)NC(=O)c1ccccc1 (stereo not drawn) | -2.0 | 6 | 5 | -5 | -1 | 0 | -8
CCN(CC)S(=O)(=O)c1cccc(C(=O)N/N=C/c2ccc(O)c(O)c2O)c1 | nt | nt | 43 | 1 | nt | nt | -1
COc1ccc(/C=C/C(=O)c2ccc(NC3=NCCCS3)cc2)cc1OC | -0.7 | nt | 23 | -11 | nt | 6 | 21
CCc1cc2c(=O)n(CC(C)C)cnc2s1 | -2.7 | 9 | -85 | -2 | -4 | -70 | 12
C[C@@H]1CN([C@H](C)CO)C(=O)c2cc(C3=CCCC3)cnc2O[C@@H]1CN(C)Cc1ccccc1F | 0.6 | -2 | -9 | 4 | -5[16.7 µM] | -10 | 25
CC(CCCC(C)(C)O)NC(=O)c1ccc2oc(CCc3ccccc3)nc2c1 (stereo not drawn) | -3.5 | -4 | -6 | 7 | -1 | -18 | nt
Cc1oc(-c2cc3c(cc2Cl)OCO3)nc1CN1CCCC(C(=O)N2CCOCC2)C1 (stereo not drawn) | -0.6 | -1 | 14 | 8 | -6 | -7 | 14
C[C@H](CO)N1C[C@H](C)[C@@H](CN(C)CC2CC2)Oc2cc(-c3cccnc3)ccc2S1(=O)=O | 3.3 | 3 | nt | -1 | 0[16.7 µM] | -15 | 3
Cc1ccc(CN=C(N)Nc2nc(C)cc(C)n2)cc1 | ? | 0 | 15 | -3 | 9 | 40 | 7
Cn1c(SCC(=O)Nc2ccccc2-c2ccccc2)nnc1-c1ccco1 | -4.6 | 4 | nt | nt | -3 | -21 | 4
Cc1ccc(CN(C)C[C@H]2OCc3cnnn3CCCC(=O)N([C@@H](C)CO)C[C@H]2C)cc1 | 0.9 | nt | nt | 9 | -5[16.7 µM] | 2 | 3
CC(C)CC#Cc1cnc2c(c1)C(=O)N([C@H](C)CO)C[C@@H](C)[C@@H](CN(C)C(=O)c1cccnc1)O2 | -0.9 | -10 | nt | nt | -6[16.7 µM] | 2 | 3
Cc1ccc(CCNC(=O)C2CC(c3cccc(F)c3)=NO2)cc1 (stereo not drawn) | -1.6 | nt | 3 | 2 | -4 | -8 | -2
CCOC(=O)C1CCN(C(=O)c2ccccc2NC(=O)c2ccc(Br)cc2)CC1 | nt | 3 | 12 | -16 | nt | 1 | 1
CC(C)n1cnc2c(NCc3ccccc3)nc(NCc3ccccc3)nc21 | -1.8 | 13 | 6 | 14 | 2 | 10 | -2
CC1(C(=O)NCc2ccccc2Br)CCN1C(=O)C1(c2ccc(Cl)cc2)CC1 (stereo not drawn) | -0.2 | -15 | 20 | 3 | 3 | 3 | -16
CCCCOc1ccc(-c2c(C(=O)Nc3ccccc3)c(C)[nH]c(=S)c2C#N)cc1 | nt | nt | 4 | -16 | nt | nt | -17
O=C(C[C@H]1CC[C@H](NS(=O)(=O)c2ccc(F)cc2)[C@H](CO)O1)NCc1ccc(Cl)c(Cl)c1 | 4.4 | -3 | -6 | nt | 44[16.7 µM] | 6 | 8
Cc1ccc(NC(=O)CSc2nnc(-c3ccco3)o2)cc1 | 0.9 | 2 | -12 | nt | nt | -3 | -2
NC(=O)c1ccsc1NC(=O)COC(=O)c1ccc(Cl)c(N)c1 | 3.6 | 6 | -29 | -9 | -1 | -4 | 18
Cc1ccc(S(=O)(=O)Nc2ccc(Cl)cc2C(=O)c2ccccc2)cc1 | nt | nt | 24 | 3 | nt | nt | -35
New compounds follow.
SMILES | CFTR F508del cor | DENV2 CPE | PAX8 reporter | FN deposit inh | miR-122 sensor | EWS-Fli inh | INS-1E GSIS act
CCOC(=O)C1(CCOc2ccccc2)CCN(Cc2ccc3c(c2)OCCO3)CC1 | 1.1 | ? | 13 | 11 | -2 | 14 | 0
OCC1(Cc2ccc(F)cc2)CCCN(CCc2ccccc2)C1 (stereo not drawn) | -0.7 | 17 | 26 | -3 | -3 | 2 | -13
O=C(O)Cn1c(O)c(C=Nc2ccccc2)sc1=S | nt | nt | -2&-2 | 7&-7 | -3 | nt | nt
Cc1ccc(C)c(S(=O)(=O)N2CCN(C(=O)CCC(=O)NCc3ccc(Cl)cc3)CC2)c1 | 3.6 | -6 | 0 | 0 | 0 | -1 | -38
COCC(C)NC(=O)C1CCN(S(=O)(=O)c2ccc3ccccc3c2)CC1 (stereo not drawn) | -3.0 | 3 | -3 | 1 | nt | 3 | 2
Cc1ccc(C(=O)Nc2ccc3c(c2)C(=O)N(C)C3=O)c(C)c1 | 0.3 | nt | -4 | -4 | 3 | -24 | -2
CC(C)Cn1c(N)c(C(=O)COC(=O)c2cccc(F)c2)c(=O)n(C)c1=O | 0.2 | -2 | -17 | -15 | nt | -1 | -18
COCCN(CCOC)C(=O)C1CCN(c2ccc(S(=O)(=O)N3CCOCC3)cc2[N+](=O)[O-])CC1 | 2.1 | -1 | 10 | 0 | 6 | -7 | -3
COC(=O)c1ccc(OC(=O)c2ccc(OC)cc2)c(OC)c1 | -0.2 | 12 | 13 | 4 | 0 | 2 | 1
CN(CC(=O)Nc1c(Cl)cccc1Cl)C(=O)Cc1ccc2c(c1)CCC2 | -1.3 | -4 | nt | 8 | nt | -1 | -3
COC(=O)Cc1ccc(OC2(C)CCN(Cc3ccc4c(c3)OCCO4)C2)cc1 (stereo not drawn) | 1.9 | 4 | -10 | -1 | 3 | -6 | -4
COc1ccc(C(CCN2CCN(c3ccccc3)CC2)c2c(OC)cc(OC)c3c(-c4ccccc4)cc(=O)oc23)cc1 (stereo not drawn) | 1.3 | 59* | 30 | 4 | 2 | -23 | 1
CCOC(=O)c1c(-c2cccs2)csc1NC(=O)C(C)(C)C | nt | nt | 24 | -14 | -4 | nt | nt
OCCC1CN(Cc2c(F)cccc2Cl)CCN1C1CCCC1 (stereo not drawn) | -1.8 | 7 | -6 | 0 | 2 | 9 | -9
Cc1ccc(-c2c[n+](Cc3cccc(Cl)c3)c3n2CCC3)cc1 | 3.4 | 4 | 58 | -1 | nt | 17 | nt
CCCN1C(=O)CC(C(=O)OC)=C1C | nt | nt | 5 | 6 | 3 | nt | nt
CCOC(=O)C1=NN(c2ccc(F)cc2)C2=NC(C)=C(C(=O)OC)C(c3cccs3)N12 (stereo not drawn) | nt | nt | 0 | -4 | -14 | nt | nt
N#Cc1cccc(-c2ccc3c(c2)[C@@H]2[C@@H](CCN2S(=O)(=O)c2cccc(F)c2)[C@@H](CO)N3)c1 | 0.9 | 9 | 15 | 9 | -3[16.7 µM] | -5 | -20
Cc1ccc2nc(-c3ccco3)c(CC(C)(C)C)n2c1 | 1.0 | -9 | 7 | 3 | -3 | 7 | nt
Nc1nn(S(=O)(=O)c2ccccc2)cc1-c1cccc([N+](=O)[O-])c1 | -1.7 | -6 | -5 | 4 | nt | 5 | -3
COc1ccc(CN(C)CCCn2cnc3c(OC)ncnc32)cc1OC | -0.9 | 2 | -4 | 2 | -1 | -5 | 7
CCOc1ccc(C2=NNC(c3cccnc3)=Nc3ccc(OC)cc32)cc1 | nt | nt | 7 | -4 | nt | nt | -21
Cc1c(Cl)c([N+](=O)[O-])nn1CCCC(=O)Nc1cccc(O)c1 | -1.3 | 3 | 8 | 1 | -4 | -1 | -24
Cc1cc(C)c2c(CN3CCN(c4ccccc4F)CC3)cc(=O)oc2c1 | 1.4 | 2 | -16 | -8 | -1 | -5 | -4
COc1ccc(CCNC(=O)CN(Cc2ccc(Cl)cc2)S(C)(=O)=O)cc1 | 2.5 | 4 | 37 | -7 | 5 | -16 | -30
Remaining list, next part.
SMILES | CFTR F508del cor | DENV2 CPE | PAX8 reporter | FN deposit inh | miR-122 sensor | EWS-Fli inh | INS-1E GSIS act
O=[N+]([O-])c1ccc(CN2CCCCCC2)cc1 | 2.1 | -5 | -7 | 7 | -2 | -11 | -8
Cc1c(NC(=O)COC(=O)CCc2c[nH]c3ccccc23)c(=O)n(-c2ccccc2)n1C | 0.6 | 8 | 4 | 1 | -6 | 5 | 27
O=C(CN1C2CCCC1CC(NC(=O)c1ccccc1)C2)Nc1ccccc1 (stereo not drawn) | -0.8 | ? | 15 | 1 | 4 | 4 | -19
O=C1CCCC(O)=C1N=Nc1ccc2ncsc2c1 | nt | 0 | -40 | 1 | -2 | -35 | 10
C[C@H](CO)N1C[C@H](C)[C@H](CN(C)Cc2ccncc2)OCCCC[C@H](C)Oc2ccc(NC(=O)c3ccccc3)cc2C1=O | -2.5 | -8 | 3 | nt | -13[16.7 µM] | -5 | -12
O=C(Nc1ccc(C(=O)N2CCN(c3ccccc3)CC2)cc1)C1=CSCCO1 | -1.6 | 5 | -22 | 11 | -5 | nt | 10
CCOC(=O)C1CCN(S(=O)(=O)c2ccc(Cl)cc2)CC1 | 1.2 | 3 | 4 | 9 | 2 | 6 | 2
CCN1C(=O)C(CC(=O)Nc2ccc(OC)cc2)N(CCc2ccccc2F)C1=S (stereo not drawn) | -1.5 | 3 | 11 | -1 | nt | -8 | nt
COc1ccccc1/C=C/C(=O)OCC(=O)N1CCc2ccccc21 | 0.6 | 3 | 3 | -5 | -4 | -5 | 24
COC(=O)C(CSCc1ccccc1)NC(=O)CSc1nc(C)cc(=O)[nH]1 (stereo not drawn) | 0.6 | -8 | -12 | -11 | -5 | 17 | 2
CCC(C)(C)C1CCc2c(sc(N)c2C(N)=O)C1 (stereo not drawn) | nt | 0 | 5 | -8 | -3 | 6 | nt
C[C@H](CO)N1C[C@H](C)[C@H](CN(C)S(=O)(=O)c2ccc(F)cc2)Oc2cc(C#Cc3ccc(F)cc3)ccc2S1(=O)=O | 2.0 | -1 | nt | 2 | -4[16.7 µM] | 11 | 0
CCOC(=O)c1c(NC(=O)c2cccs2)sc(C(=O)N2CCOCC2)c1C | 2.4 | -2 | 3 | -1 | -15 | 2 | 22
O=C([C@@H]1[C@@H](CO)[C@@H]2Cn3c(ccc(C4=CCCC4)c3=O)[C@H]1N2Cc1nccs1)N1CCCCC1 | 0.4 | -6 | nt | nt | -3[16.7 µM] | 0 | -3
Cc1ccc(Nc2cc(C(=O)NCCCN3CCOCC3)c3ccccc3n2)c(C)c1 | nt | nt | 21 | 8 | 4 | nt | 9
Cn1c(=O)c2c(ncn2CC(=O)OCC(=O)c2ccc(OC(F)F)cc2OC(F)F)n(C)c1=O | 0.7 | -3 | 12 | -1 | -2 | 12 | 14
COc1ccc(N2CCN(C(=O)c3ccc(Cl)c(S(=O)(=O)N4CCCC4)c3)CC2)cc1 | 2.5 | 0 | -6 | nt | nt | 5 | -7
Cc1ccc(/C=C(\C#N)C(=O)Nc2ccccn2)o1 | -0.4 | 0 | -161 | 3 | -1 | -108 | -23
Cc1cccc(NCC(=O)NNC(=S)Nc2ccccc2)c1 | -0.8 | -2 | -15 | -9 | nt | 1 | -2
CC(Oc1cc(Cl)ccc1Cl)C(=O)N/N=C\c1ccnn1C (stereo not drawn) | nt | nt | -4 | 4 | -8 | nt | -9
